Bioassay records as filed in PubChem.
TROY signal inh = inhibitors of TROY-dependent NF-kB signaling | hit rate 0.98% among 360,000 | Q293 LMP1-TROYcd NF-kB luciferase reporter, 4 h | inhibition, % at 10 µM;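 active = compounds whose plate-normalised and pattern-corrected inhibition of the luciferase reporter signal at the single screening dose is 50% or more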
NR2F2 inh = inhibitors of human COUP-TFII (NR2F2); P24468; HEK293T NGFI-A luciferase reporter, luminescence; inhibition, % at 8.6 µM; hit rate 0.7% among 370,000;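 active = inhibition above a per-plate cutoff, mean inhibition of test wells between control levels plus 3 SD, cut at about 38% in these data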;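 also: cells cotransfected with COUP-TFII expression vector driving the NGFI-A reporter; 0% = median of COUP-TF2 test wells and 100% = reporter-only cells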
Granule exo inh = blocks lytic granule exocytosis; TALL-104 LAMP-1 surface exposure, flow cytometry; cells stimulated with thapsigargin and PMA; inhibition, % at 10 µM; hit rate 0.66% among 360,000; AID 651702;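 active = inhibition above about 55%, limit read from the data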
NCOA1 inh = inhibits human SRC1 coactivator | inhibition, % at 3.6 µM | hit rate 0.12% among 360,000 | HEK293 GAL4-SRC1 luciferase reporter, luminescence | AID 588354 | Q15788;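 active = inhibition above the campaign mean plus 3 SD, with each screening campaign given its own cutoff, cut at about 60% in these data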;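 also: 0% = DMSO treated cells and 100% = gossypol at 36 µM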
Target sequence (Q15788 whole entry, looked up, the tested form may be a part): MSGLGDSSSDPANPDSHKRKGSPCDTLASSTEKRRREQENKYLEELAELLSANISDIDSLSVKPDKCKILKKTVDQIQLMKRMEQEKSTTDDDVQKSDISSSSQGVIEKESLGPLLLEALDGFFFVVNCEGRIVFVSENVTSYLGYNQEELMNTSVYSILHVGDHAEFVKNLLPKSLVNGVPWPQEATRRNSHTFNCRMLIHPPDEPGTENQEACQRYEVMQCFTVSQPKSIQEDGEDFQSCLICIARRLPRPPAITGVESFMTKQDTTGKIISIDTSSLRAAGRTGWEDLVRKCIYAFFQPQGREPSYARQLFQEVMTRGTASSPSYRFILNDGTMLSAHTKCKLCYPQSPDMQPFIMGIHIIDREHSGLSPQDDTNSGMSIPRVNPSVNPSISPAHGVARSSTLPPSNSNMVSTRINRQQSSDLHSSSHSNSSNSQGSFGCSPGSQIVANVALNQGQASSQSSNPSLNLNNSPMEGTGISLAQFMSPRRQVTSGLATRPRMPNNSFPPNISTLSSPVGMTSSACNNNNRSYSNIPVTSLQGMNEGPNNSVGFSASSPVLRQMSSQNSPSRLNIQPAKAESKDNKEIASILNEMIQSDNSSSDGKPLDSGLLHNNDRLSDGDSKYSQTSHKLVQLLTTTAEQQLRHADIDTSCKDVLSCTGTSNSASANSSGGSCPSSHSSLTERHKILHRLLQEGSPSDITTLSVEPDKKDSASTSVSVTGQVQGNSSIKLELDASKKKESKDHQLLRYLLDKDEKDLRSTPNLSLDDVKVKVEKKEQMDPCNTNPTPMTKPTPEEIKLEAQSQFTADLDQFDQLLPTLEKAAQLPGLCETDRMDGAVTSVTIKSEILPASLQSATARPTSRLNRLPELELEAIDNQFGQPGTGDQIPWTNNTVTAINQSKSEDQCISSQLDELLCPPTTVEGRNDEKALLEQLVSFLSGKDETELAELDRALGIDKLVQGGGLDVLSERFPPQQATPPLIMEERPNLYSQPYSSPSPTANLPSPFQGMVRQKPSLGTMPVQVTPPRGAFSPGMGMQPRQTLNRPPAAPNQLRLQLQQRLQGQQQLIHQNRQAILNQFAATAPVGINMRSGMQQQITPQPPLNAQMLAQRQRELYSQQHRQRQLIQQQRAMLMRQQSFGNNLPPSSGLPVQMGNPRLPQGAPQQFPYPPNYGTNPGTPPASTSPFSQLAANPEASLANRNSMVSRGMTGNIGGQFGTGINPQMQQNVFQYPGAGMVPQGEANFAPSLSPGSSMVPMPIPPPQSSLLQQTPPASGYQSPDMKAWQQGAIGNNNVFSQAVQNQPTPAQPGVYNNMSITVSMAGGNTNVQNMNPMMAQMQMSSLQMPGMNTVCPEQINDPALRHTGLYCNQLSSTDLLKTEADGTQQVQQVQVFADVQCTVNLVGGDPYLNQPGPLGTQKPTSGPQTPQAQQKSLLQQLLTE
NR5A2 inv ag = NR5A2 inverse agonism in reporter assay | HEK293T StAR-luciferase reporter, LRH-1 transfected, 24 h | hit rate 0.13% among 360,000 | AID 602396 | inhibition, % at 3.6 µM;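 active = inhibition above the mean inhibition of all tested compounds plus 3 SD, cut at about 73% in these data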;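 also: 0% = DMSO wells and 100% = reporter-only cells lacking LRH-1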
SRC2 inh = inhibits human steroid receptor coactivator 2 | hit rate 0.17% among 370,000 | Q15596 | HEK293 GAL4-SRC2 luciferase reporter, luminescence | inhibition, % at 9 µM;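 active = inhibition above the mean inhibition of all tested compounds plus 3 SD, set per campaign, cut at about 52% in these data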;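 also: 0% = DMSO treated cells and 100% = cells given Gossypol at 36 µM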
TWEAK-Fn14 inh = blocks TWEAK-Fn14 interaction in a reporter cell assay; hit rate 2% among 360,000; AID 1159606; inhibition, % at 10 µM; TWEAK-stimulated Fn14 reporter cells, luciferase luminescence, 8 h; in the data active = inhibition above about 50%
TLR9-MyD88 inh = blocks human TLR9 binding to MyD88; Q9NR96+Q99836; CHO BLA complementation TLR9-MyD88, CCF4 FRET ratio; inhibition, % at 4.98 µM; hit rate 0.21% among 340,000; AID 504734;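 active = inhibition above the mean over all tested compounds plus 3 SD, cut at about 21% in these data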;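 also: 0% = DMSO only wells and 100% = clavulanate BLA inhibitor control wells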
NOD2-RIPK2 inh = inhibitors of human NOD2-RIPK2 interaction; hit rate 0.38% among 360,000; CHO BLA complementation NOD2-RIPK2, CCF4 ratio; O43353; inhibition, % at 4.98 µM; in the data active = inhibition above about 21%;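 also: 0% = vehicle only and 100% = reference blocker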
ABHD5 PLIN5 PPI = inhibitors of human ABHD5-perilipin-5 interaction; Split G. princeps luciferase complementation, luminescence, 4 h; inhibition, % at 4 µM; hit rate 0.78% among 360,000; AID 602281;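 active = inhibition above the mean inhibition across every tested compound plus 3 SD, cut at about 22% in these data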;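 also: 0% = DMSO only wells and the 100% control is not disclosed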
SRC3 inh = human NCOA3 inhibition; AID 588352; HEK293 GAL4-SRC3 luciferase reporter, luminescence; inhibition, % at 3.6 µM; hit rate 0.17% among 360,000; Q9Y6Q9;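 active = inhibition above a per-campaign cutoff, the mean of all compounds plus 3 SD, cut at about 60% in these data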;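 also: 0% = DMSO-treated cells and 100% = gossypol-treated cells at 36 µM; higher means less SRC3-driven luciferase light from the GAL4 reporter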
* marks the source's active call; other numbers are inactive results; x = not tested or not shown; & = joins results of further samples.

SMILES	TROY signal inh	NR2F2 inh	Granule exo inh	NCOA1 inh	NR5A2 inv ag	SRC2 inh	TWEAK-Fn14 inh	TLR9-MyD88 inh	NOD2-RIPK2 inh	ABHD5 PLIN5 PPI	SRC3 inh
CC(C)CN(C(=O)CCC1CCCCC1)c1c(N)n(CC(C)C)c(=O)[nH]c1=O	-17	-18	11	3	-9	-33	-12	-1	-2	-11	19
CC(Oc1ccc2cc(-c3ccccc3)c(=O)oc2c1)C(=O)NCC1CCC(C(=O)O)CC1 (stereo not given)	-26	17	-2	-13	-4	5	-1	-8	-5	4	-11
CCc1ccc(NC(=O)c2cnc(SC)nc2C)cc1	-1	-17	4	-32	-22	-6	-2	-12	-4	2	-14
O=S(=O)(c1cccc2nsnc12)N1CCNCC1	-11	-1	11	-7	-5	-8	10	-8	6	7	-2
CC(C)n1cc(C(=O)c2ccccc2O)cc(C#N)c1=O	-3	8	-3	1	6	1	-3	9	15	4	10
CCc1cccc(NC(=O)CCCN2C(=O)C(c3ccccc3)Oc3cccnc32)c1 (stereo not given)	5	-4	6	-6	3	-7	6	6	-1	-1	4
O=C(COc1ccc2c(-c3ccccc3)cc(=O)oc2c1)N1C[C@H]2C[C@@H](C1)c1cccc(=O)n1C2	-8	-6	-4	0	-8	-11	-26	x	-19	0	-7
Cc1nnc(NC(=O)C2CCN(S(=O)(=O)c3ccc(F)c(F)c3)CC2)o1	-5	1	-1	-1	4	-67	-6	-3	0	2	8
CC(C)(C)N(Cc1cc2ccccc2[nH]c1=O)C(=O)c1cccnc1	-22	-14	-3	8	-11	4	11	-3	-3	-11	19
COc1ccc(C(=O)NNC(=S)NC(=O)C(C)(C)C)cc1	-42	7	2	11	1	2	-38	-3	-7	1	-10
N#Cc1nc(Cc2ccccc2)oc1NCCCn1ccnc1	-18	6	3	-4	-19	8	-15	-2	-3	10	-22
COc1cc2c(cc1OC)C(C1(O)CCCCC1)NCC2 (stereo not given)	17	-4	-5	-19	3	-34	12	-3	-3	-2	4
COc1ccc(Br)cc1CNC(=O)C1CCCN(S(=O)(=O)N2CC(C)CC(C)C2)C1 (stereo not given)	18	4	70*	-7	8	-13	18	2	-4	1	16
Cc1cc(=O)oc(C)c1C(=O)NCCC(C)C	4	22	-2	-3	13	7	-4	-2	12	-1	-3
O=C(COc1ccc2ccc(=O)oc2c1)NC1CCS(=O)(=O)C1 (stereo not given)	-6	-1	4	-18	-16	-16	-1	x	-2	-9	-6
O=C(O)C(O)c1ccccc1 (stereo not given)	1&10	-11&6	-4&-1	-23&0	-10&-46	-25&-16	22&15	-6&-11	7&-10	2&-2	-14&5
CN(c1ccccc1C(=O)Nc1ccc2c(c1)OCCO2)S(C)(=O)=O	6	11	-1	-2	4	-7	1	-10	-4	-5	11
CCC(C)C(NC(=O)OC(C)(C)C)C(=O)NC(C)C(N)=O (stereo not given)	18	17	-2	-1	0	8	10	-8	-10	-5	-5
CCOC(=O)Cc1c(C)nc2cc(-c3ccc(C(C)(C)C)cc3)[nH]n2c1=O	4	-23	-3	-8	1	-18	-3	0	7	1	-31
C/C(=N\NC(=S)NC1CCCCC1)c1ccc(Cl)c(Cl)c1	41	-19	0	11	9	14	62*	3	-8	0	3
O=C(NCCCN=C1NS(=O)(=O)c2ccccc21)c1ccc(S(=O)(=O)N2CCCCC2)cc1	1	2	0	-5	1	-27	8	-11	2	4	5
Nn1cc(-c2ccccc2)nc1SCC(=O)N1CCN(S(=O)(=O)c2ccccc2)CC1	4	6	0	-6	-7	-12	6	-1	-1	2	-11
Cc1ccc2c(=O)cc(C(=O)NCCc3ccc(S(N)(=O)=O)cc3)oc2c1C	6	8	-3	3	2	1	-27	-10	5	10	-10
O=C1C=C(O)c2[nH]c(=O)ccc2C1=O	2	13	-9	-20	8	-23	4	-4	5	-14	15
CC(=O)Nc1cccc(N2C(=O)CC(Cc3ccccc3)C2=O)c1 (stereo not given)	12	-3	1	-10	-20	-11	18	-8	2	-3	0

Copied from the entries so far (12 entries):
SMILES	TROY signal inh	NR2F2 inh	Granule exo inh	NCOA1 inh	NR5A2 inv ag	SRC2 inh	TWEAK-Fn14 inh	TLR9-MyD88 inh	NOD2-RIPK2 inh	ABHD5 PLIN5 PPI	SRC3 inh
CCc1cccc(NC(=O)CCCN2C(=O)C(c3ccccc3)Oc3cccnc32)c1 (stereo not given)	5	-4	6	-6	3	-7	6	6	-1	-1	4
O=C(COc1ccc2c(-c3ccccc3)cc(=O)oc2c1)N1C[C@H]2C[C@@H](C1)c1cccc(=O)n1C2	-8	-6	-4	0	-8	-11	-26	x	-19	0	-7
Cc1nnc(NC(=O)C2CCN(S(=O)(=O)c3ccc(F)c(F)c3)CC2)o1	-5	1	-1	-1	4	-67	-6	-3	0	2	8
CC(C)(C)N(Cc1cc2ccccc2[nH]c1=O)C(=O)c1cccnc1	-22	-14	-3	8	-11	4	11	-3	-3	-11	19
COc1ccc(C(=O)NNC(=S)NC(=O)C(C)(C)C)cc1	-42	7	2	11	1	2	-38	-3	-7	1	-10
N#Cc1nc(Cc2ccccc2)oc1NCCCn1ccnc1	-18	6	3	-4	-19	8	-15	-2	-3	10	-22
COc1cc2c(cc1OC)C(C1(O)CCCCC1)NCC2 (stereo not given)	17	-4	-5	-19	3	-34	12	-3	-3	-2	4
COc1ccc(Br)cc1CNC(=O)C1CCCN(S(=O)(=O)N2CC(C)CC(C)C2)C1 (stereo not given)	18	4	70*	-7	8	-13	18	2	-4	1	16
Cc1cc(=O)oc(C)c1C(=O)NCCC(C)C	4	22	-2	-3	13	7	-4	-2	12	-1	-3
O=C(COc1ccc2ccc(=O)oc2c1)NC1CCS(=O)(=O)C1 (stereo not given)	-6	-1	4	-18	-16	-16	-1	x	-2	-9	-6
O=C(O)C(O)c1ccccc1 (stereo not given)	1&10	-11&6	-4&-1	-23&0	-10&-46	-25&-16	22&15	-6&-11	7&-10	2&-2	-14&5
CN(c1ccccc1C(=O)Nc1ccc2c(c1)OCCO2)S(C)(=O)=O	6	11	-1	-2	4	-7	1	-10	-4	-5	11

The listing continues.
SMILES	TROY signal inh	NR2F2 inh	Granule exo inh	NCOA1 inh	NR5A2 inv ag	SRC2 inh	TWEAK-Fn14 inh	TLR9-MyD88 inh	NOD2-RIPK2 inh	ABHD5 PLIN5 PPI	SRC3 inh
CC(C)(C)[C@H]1C=C(C(=O)NC2CC2)O[C@@H](OCc2ccc(CO)cc2)C1	15	-11	-3	0	-5	-19	12	3	2	10	0
COc1ccc(NC(=O)C2C3C=CC(C3)C2C(=O)NCc2ccccn2)c(OC)c1 (stereo not given)	3	13	1	1	18	-5	-26	3	-1	-1	19
CCOc1ccc(S(=O)(=O)N2CCN(C(=O)c3ccc(C)c(S(=O)(=O)N4CCOCC4)c3)CC2)cc1	9	36	4	1	3	8	25	-4	3	-8	8
COC(=O)c1cc(NC(=O)Nc2ccccc2OC)cc(C(=O)OC)c1	-4	3	1	15	-7	4	23	-1	-3	0	2
CC(C)(C)NC(=O)CSc1nnc(NC(=O)CCn2cnc3ccccc3c2=O)s1	5	1	10	-11	-9	22	-6	4	-4	-2	19
COc1ccc(CNC(=O)CN(C(=O)CCC(=O)Nc2ccccn2)c2cccc(C)c2)cc1	-7	-5	-1	-1	4	2	-18	4	3	4	16
O=C1C=C(OCCCl)CC(c2cccc(Cl)c2)O1 (stereo not given)	x	-3	-8	x	2	10	x	x	-12	3	x
COCCN(Cc1ccccc1)C(=S)Nc1ccc(Cl)cc1	-2	6	-1	-22	9	10	0	8	-2	-9	15
O=C(O/N=C1\CCCc2ccccc21)c1cccc(Cl)c1	-40	-7	0	-1	3	-37	-7	14	-2	-8	-4
Cc1ccc(C)c(OCC(=O)Nc2ccc3c(c2)OCO3)c1	-57	x	-2	-39	-59	x	-34	-2	-7	-2	-27
COc1ccc(-c2nn(CCC#N)cc2C=C(C#N)C#N)cc1	-6	18	13	-2	0	-29	-1	-1	-10	5	-9
COc1ccc(C(=O)NCC(=O)N2CC=C(c3ccccc3)CC2)cc1OC	0	-18	-5	-10	10	-16	16	-2	-4	-5	10
O=C(Nc1ccc(Cl)c(Cl)c1)Nc1ccc(N2CCCC2)c(S(=O)(=O)Nc2ccccc2Cl)c1	21	7	2	20	10	7	68*	-2	4	-8	25
COc1ccc(/C=C/c2nc3ccccc3n2C)cc1	48	64*	-1	6	-31	58*	76*	-15	2	7	27
O=C(O)c1ccc(C=NNC(=O)c2cccc3ccccc23)cc1	7	-18	3	-14	-7	-14	2	11	7	0	-10
COc1ccccc1Nc1nc(N)nc(CSC(=S)N2CCCCC2C)n1 (stereo not given)	1	6	-1	-5	4	9	-25	0	0	-6	-1
CC(=O)NCCNC(=O)C1Cc2c(-c3cccc(NC(C)=O)c3)ccnc2O1 (stereo not given)	-1	5	-1	-7	-9	-2	13	x	2	-3	4
CC(C)CC1Nc2ncnc(N3CCN(c4ccccn4)CC3)c2N(Cc2ccc(Cl)cc2)C1=O (stereo not given)	-5&14	1&5	-3&2	-5&-3	-2&-19	-41&11	-17&11	-6	8&6	-6&6	15&11
COc1cc(C(=O)N(C)CCOc2ccccc2)ccc1OCC(=O)Nc1cccc(C(F)(F)F)c1	35	57*	10	6	-14	28	38	-3	-1	-1	14
Cc1ccc(C)c(N(C(=O)c2csnn2)C(C(=O)NC2CCCC2)c2cccnc2)c1 (stereo not given)	-7	-22	-1	-4	0	2	-2	-2	0	-6	1
Cc1cc(C)n2ncc(C(=O)Nc3ccc4c(c3)OCO4)c2n1	10	8	-3	-7	-9	-37	-26	3	-9	-6	8
COC(=O)c1cc(S(=O)(=O)N2CCN(C(=O)c3ccco3)CC2)cn1C	16	11	0	-9	7	5	-3	6	-2	1	5
Cc1ccnc(NS(=O)(=O)c2ccc(NC(=O)Cc3ccc(Cl)cc3)cc2)n1	-12	12	-2	-52	11	10	-23	-7	5	4	7
CCOc1ccc(OCC)c(S(=O)(=O)NCc2ccc3c(c2)OCO3)c1	2	2	6	8	-15	11	2	-7	-1	-3	14
CN1N=C(C(=O)Nc2ccc3c(c2)CCC3)CCC1=O	-49	-16	7	-44	-51	-15	-38	1	6	-3	-40
O=C(NCCCN1CCOCC1)c1cccc(S(=O)(=O)Nc2cc(Cl)ccc2Cl)c1	-16	-3	6	-4	-3	12	1	3	-5	0	-3
CC(C)n1nnnc1SCC(=O)Nc1ccccc1F	-8	-5	-2	-10	2	-19	-1	-2	1	-6	-12
N#CCSc1nccc(/C=C/c2ccccc2)n1	-51	-9	0	-21	-22	-72	-14	-2	-5	-5	-17

This is a subset; rates above refer to the full screens.
